BCLXL inh: inhibitors of human Bcl-xL, primary screen, biochemical, fluorescence polarization, HTS; GST-Bcl-xL / FITC-Bim BH3 peptide fluorescence polarization; inhibition, % at 10.9 µM; 0.7% of 320,000 active; AID 2129, 2009;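 active = inhibition above the mean of all tested compounds plus 3 SD, cutoff set per campaign, cut at about 30% in these data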;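 also: 0% = DMSO wells and 100% = unlabeled Bim-BH3 peptide competitor; inhibitors lower millipolarization by displacing the labeled peptide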
MCL1 BIM primary: inhibitors of MCL1 binding to BIM-BH3, primary screen, biochemical, fluorescence polarization; Induced myeloid leukemia cell differentiation protein Mcl-1 (Homo sapiens), Q07820; GST-MCL1 / FITC-Bim-BH3 fluorescence polarization; inhibition, % at 10.9 µM; 0.68% of 320,000 active; AID 2057, 2009;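 active = inhibition above the mean inhibition of all tested compounds plus 3 SD, set per campaign, cut at about 40% in these data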;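 also: 0% = DMSO wells and 100% = unlabeled Bim-BH3 peptide control; higher means more loss of mP so more displacement of Bim peptide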
Efflux pump inh: inhibitors of Candida efflux pumps in yeast, primary screen, S. cerevisiae, Nile Red, multiplex. S. cerevisiae Candida pump triplex. inhibition, % at 10 µM. 0.44% of 330,000 active. AID 485275, 2010;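 active = plate passing quality check with inhibition over a set limit, or well fluorescence over plate mean plus 4 SD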;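 also: Nile Red retained in pooled yeast measured as flow cytometry median fluorescence; 0% = buffer negative control and 100% = Enniatin B positive control; higher means more Nile Red kept so more efflux inhibition; some compounds called inactive have numbers as strong as hits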
GLD-1 RNA inh: GLD-1/TGE RNA complex disruptors, primary screen, biochemical, fluorescence polarization. inhibition, % at 5.96 µM. purified GLD-1 + fluorescein TGE RNA. AID 2280, 2010. 0.44% of 320,000 active;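 active = percent inhibition above a per-plate cutoff, the plate mean of test compounds plus 3 SD, cut at about 30% in these data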;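 also: 0% = DMSO wells with GLD-1 and probe and 100% = wells lacking GLD-1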
Fam108B counter: mouse Fam108B serine hydrolase inhibitors, primary screen, counter-screen for RBBP9 inhibitor project, biochemical, fluorescence polarization | recombinant Fam108B, FP-Rh probe fluorescence polarization | inhibition, % at 9.51 µM | AID 1947, 2009 | 0.33% of 300,000 active;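 active = inhibition above the screen mean inhibition plus 3 SD, computed separately per campaign, cut at about 18% in these data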;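 also: inhibitors lower polarization as less probe binds the enzyme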
MEX-5 binding: MEX-5 zinc finger RNA-binding disruptors – biochemical, C. elegans, fluorescence polarization, MLPCN library, primary screen | Zinc finger protein mex-5 (Caenorhabditis elegans), Q9XUB2 | 0.38% of 300,000 active | MEX-5/FITC-TCR2 RNA binding; stronger effect = lower value | AID 1832, 2009 | activity score (negative = inhibition of binding), % at 10 µM;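 active = inhibition past about -25% in most replicates, and total fluorescence under double the plate's negative control median, limit read from the data; inconclusive = replicates evenly split on the limit, or fluorescence at least double controls; inactive = too little inhibition in most replicates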;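 also: 0% = DMSO and -100% = 5 µM competing unlabeled TCR2 RNA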
VLA-4 inh: inhibition in human VLA-4 binding assay, primary screen, VLA-4 allosteric modulator project, MLPCN library, flow cytometry, VLA-4 expressing cells; inhibition, % (about 7 µM as worked out from the volumes in the protocol); ligand binding flow cytometry; AID 2557, 2010; 0.2% of 330,000 active; in the data active = inhibition above about 50%
PME-1 inh: PME-1 inhibitors via competitive probe labeling, primary screen, biochemical, fluorescence polarization, FP-Rh probe, HTS. recombinant PME-1. inhibition, % at 5.9 µM. 0.53% of 320,000 active. AID 2130, 2009;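 active = inhibition above the campaign mean of all compounds plus 3 SD, cut at about 26% in these data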;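 also: competitive labeling of PME-1 active site by serine hydrolase directed probe; 0% = PME-1 with DMSO and 100% = wells lacking PME-1 enzyme; inhibitors block probe labeling so polarization falls and inhibition rises; many of its hits are not listed in these tables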
Target sequence (Q9Y570 whole entry, looked up): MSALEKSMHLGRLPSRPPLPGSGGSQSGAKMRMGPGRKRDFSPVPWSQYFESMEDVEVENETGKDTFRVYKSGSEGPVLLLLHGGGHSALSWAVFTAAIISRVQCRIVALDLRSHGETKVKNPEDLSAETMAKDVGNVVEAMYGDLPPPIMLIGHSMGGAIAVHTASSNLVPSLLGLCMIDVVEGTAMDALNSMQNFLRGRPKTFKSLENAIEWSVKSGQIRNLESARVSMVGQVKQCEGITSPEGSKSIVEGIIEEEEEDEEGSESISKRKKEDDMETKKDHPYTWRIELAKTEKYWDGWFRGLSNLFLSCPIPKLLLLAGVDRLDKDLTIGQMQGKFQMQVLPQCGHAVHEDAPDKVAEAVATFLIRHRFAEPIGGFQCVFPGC
GRK2 inh: compounds blocking aptamer binding on GRK2 – biochemical, human GRK2, bead flow cytometry, HTS, primary screen; inhibition of aptamer binding, % at 10 µM; 0.59% of 330,000 active; Beta-adrenergic receptor kinase 1 (Homo sapiens), P25098; FAM-aptamer displacement from GRK2;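 active = inhibition of aptamer binding above 40%, roughly 3 SD of noise, on plates passing a quality check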;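 also: median bead fluorescence of bound FAM aptamer so fluorescent compounds give negative values; no value below 0 was filed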
Target sequence (P25098 whole entry, looked up): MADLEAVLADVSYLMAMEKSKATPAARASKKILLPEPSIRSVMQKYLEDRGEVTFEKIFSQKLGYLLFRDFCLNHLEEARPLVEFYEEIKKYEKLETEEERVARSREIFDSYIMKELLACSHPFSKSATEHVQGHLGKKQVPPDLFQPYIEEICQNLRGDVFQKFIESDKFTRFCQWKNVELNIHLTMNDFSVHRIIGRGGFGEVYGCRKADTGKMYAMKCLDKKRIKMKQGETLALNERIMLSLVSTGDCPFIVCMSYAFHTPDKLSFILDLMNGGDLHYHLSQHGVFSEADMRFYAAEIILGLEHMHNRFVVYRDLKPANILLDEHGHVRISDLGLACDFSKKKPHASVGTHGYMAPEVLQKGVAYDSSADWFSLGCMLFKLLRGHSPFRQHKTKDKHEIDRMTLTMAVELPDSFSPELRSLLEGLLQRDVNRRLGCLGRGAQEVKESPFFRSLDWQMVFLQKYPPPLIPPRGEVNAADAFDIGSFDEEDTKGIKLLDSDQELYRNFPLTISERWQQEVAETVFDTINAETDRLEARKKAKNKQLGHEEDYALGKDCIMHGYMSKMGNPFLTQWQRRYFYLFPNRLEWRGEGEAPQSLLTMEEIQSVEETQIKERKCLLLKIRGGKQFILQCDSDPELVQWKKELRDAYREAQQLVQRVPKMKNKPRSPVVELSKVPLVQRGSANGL
Starred values were filed as active, the others as inactive; ? = inconclusive; · = no result given. These rows are one share of the data, so the mix of outcomes need not match the whole.

SMILES	BCLXL inh	MCL1 BIM primary	Efflux pump inh	GLD-1 RNA inh	Fam108B counter	MEX-5 binding	VLA-4 inh	PME-1 inh	GRK2 inh
CN(C)CCNc1nc2c(c(=O)[nH]c(=O)n2C)n1CC(O)COc1ccc(Cl)cc1Cl (stereo not given)	4.9	0.7	-0.1	0.5	-1.3	-2.1	0.6	2.0	0.0
O=C(c1cc(Br)c(Br)s1)N1CCOCC1	-0.2	9.1	0.1	7.1	-2.2	1.5	8.7	5.5	0.0
Cc1ccc(NC(=O)C2CCCCC2C(=O)O)cc1Cl (stereo not given)	0.9	13.3	0.1	4.6	-0.6	-2.3	6.3	0.4	0.0
O=C(NCc1cccs1)C1CCN(S(=O)(=O)c2ccc3c(c2)OCCO3)CC1	3.2	3.4	-0.1	-2.8	17.3	1.4	-5.1	10.8	1.0
C=CCn1nnnc1SCC(=O)Nc1ccccc1C(=O)OC	-0.4	4.8	-0.1	0.6	-3.4	-2.3	-2.2	5.1	0.0
O=C(CCCCCNC(=O)c1ccccc1)N=Nc1c(O)[nH]c2c(Br)cc(Br)cc12	3.8	-1.4	0.1	-5.4	4.6	-0.1	1.8	14.9	2.0
Cc1ccc(S(=O)(=O)N2[C@@H](c3cccc(Cl)c3)C(C(=O)O)=CC[C@H]2c2ccc(C(C)C)cc2)cc1	10.7	2.9	-0.2	-2.4	-5.8	·	10.0	-10.8	0.0
Cc1cccc(NC(=O)Cn2nnc3sc4c(c3c2=O)CC(C)(C)OC4)c1	9.4	3.1	0.0	6.9	-2.3	0.1	-4.4	-2.3	·
CC1=C(C(N)=O)C(c2ccc(Cl)cc2)NC(=O)N1 (stereo not given)	4.2	-1.5	0.3	-5.0	3.2	-0.7	-4.8	-4.3	3.0
COc1ccc(C(=O)CSc2nc3ccccc3n2CC(=O)NC(C)(C)C)cc1	-5.3	-4.7	0.1	-0.7	1.9	·	0.7	4.8	0.0
NCCCC[C@H]1CNC(=O)C(=O)N1CCC12CC3CC(CC(C3)C1)C2	3.7	3.1	-0.2	-9.9	0.8	0.6	6.1	-2.4	0.0
O=C(Oc1ccc(-c2cn3c(n2)SCC3)cc1)c1ccccc1	-4.9	-9.9	-0.2	6.0	-1.1	3.2	-4.4	-0.3	0.0
CCn1cc(CNC(=O)C2CCC(=O)N(Cc3ccc(Cl)cc3)C2)cn1 (stereo not given)	0.8	-1.8	0.1	-1.8	2.2	-1.2	7.9	-6.2	3.0
O=C(CCNS(=O)(=O)c1ccc2nsnc2c1)N1CCN(c2ccncc2)CC1	·	·	-0.1	-1.7	·	·	10.6	·	0.0
CNC(=S)NNC(=O)c1ccc(=O)n(Cc2ccc(Cl)cc2Cl)c1	-0.3	10.0	0.3	-3.8	2.5	0.6	8.3	-1.8	1.0
Cn1cc(Cl)c(C(=O)NNC(=S)NC2CCCCC2)n1	-0.2	-4.2	0.9	1.4	3.6	-0.4	-3.8	-4.6	0.0
CC(C)NC(=O)C1c2ccccc2Oc2ccccc21	-2.2	11.2	0.0	1.3	1.5	-0.1	14.9	0.4	0.0
CS(=O)(=O)c1ncc(Cl)c(C(=O)Nc2ccc(N3CCOCC3)cc2)n1	7.8	10.9	-0.1	-2.5	-1.1	-2.0	15.6	-0.4	2.0
CCN(c1ccccc1)S(=O)(=O)c1ccc(Cl)c(NC(=O)CNCc2ccccc2OC)c1	·	·	-0.2	2.5	·	·	3.8	·	0.0
Fc1ccc(NC(=S)Nc2cccnc2)c(Cl)c1	3.0	-2.9	-0.1	5.0	0.9	2.6	-2.6	0.0	0.0
O=C(Nc1ccccc1N1CCOCC1)c1cccc([N+](=O)[O-])c1	-0.8	6.1	-0.1	5.2	-0.7	0.4	11.3	6.3	0.0
CN(C)C(=S)c1ccccc1	5.3	6.5	-0.1	-2.2	-0.8	2.1	0.6	2.5	1.0
Cc1ccc(NC(=O)CSc2nccc(=O)[nH]2)c(S(=O)(=O)N2CCOCC2)c1	2.2	-1.7	0.2	6.2	4.0	?	18.5	-1.9	3.0
CC(C)CNC(=O)c1ccccc1N(Cc1ccccc1)S(C)(=O)=O	6.3	-0.8	0.0	-4.5	0.4	-0.8	22.4	4.3	4.0

The final 2 entries of the section before open the next one.
SMILES	BCLXL inh	MCL1 BIM primary	Efflux pump inh	GLD-1 RNA inh	Fam108B counter	MEX-5 binding	VLA-4 inh	PME-1 inh	GRK2 inh
Cc1ccc(NC(=O)CSc2nccc(=O)[nH]2)c(S(=O)(=O)N2CCOCC2)c1	2.2	-1.7	0.2	6.2	4.0	?	18.5	-1.9	3.0
CC(C)CNC(=O)c1ccccc1N(Cc1ccccc1)S(C)(=O)=O	6.3	-0.8	0.0	-4.5	0.4	-0.8	22.4	4.3	4.0
CCCCN(C)C(=O)c1cc2c(Cl)nc3ccccc3c2s1	4.9	6.5	0.2	1.4	0.2	-1.7	10.5	4.2	49.0*
CCOC(=O)C1(Cc2ccc(O)cc2)NC(c2ccccc2F)C2C(=O)N(C)C(=O)C21 (stereo not given)	-4.7	0.7	0.1	-2.3	-3.5	1.3	-0.9	0.7	0.0
CCc1nn(CCCC(=O)NCc2cc(Br)ccc2OC)c(=O)c2cc3occc3n12	4.7	9.8	0.1	-12.3	2.8	0.8	-4.9	20.2	0.0
CC(=C\c1ccccc1)/C=C1/SC(=S)N(CCC(=O)Nc2ccccn2)C1=O	0.3	-4.7	0.7*	1.9	-6.1	-4.5	-8.1	-6.3	5.0
COc1cc(NC(=S)N2CCN(S(=O)(=O)c3ccc(C)cc3)CC2)cc(OC)c1	11.0	16.0	-0.3	6.8	-0.9	0.3	1.7	19.2	0.0
O=C(NCC(c1ccco1)N1CCN(c2ccccc2)CC1)C(=O)NC1CCCC1 (stereo not given)	2.6	3.8	0.1	7.0	2.7	-1.6	3.2	-0.4	2.0
CCOC(=O)C1=C(O)C(=O)N(Cc2ccccc2)CC1	2.3	5.7	0.1	1.2	-0.1	-0.4	-8.6	-3.5	3.0
Cc1cc(=O)[nH]c(NN)n1	-0.8	-6.4	-0.1	3.9	-4.6	6.8	7.9	-7.2	0.0
O=C(NCC(c1ccco1)N1CCCC1)c1ccc(S(=O)(=O)Nc2ccc(F)cc2)cc1 (stereo not given)	2.6	-0.6	0.0	3.3	·	·	12.3	-3.9	0.0
CS(=O)(=O)N1CCN(Cc2ccc([N+](=O)[O-])cc2)CC1	2.6	5.3	0.0	7.7	-0.8	1.1	-5.6	1.5	2.0
COc1ccc(-c2cc(C(=O)N3CCN(C(=O)c4ccccc4F)CC3)[nH]n2)cc1	-1.0	0.6	0.1	0.0	0.4	1.7	-1.0	30.4*	0.0
FC(F)(F)c1cc(Oc2ccc(Cl)cc2)ncc1-c1nnc(-c2ccc(Cl)cc2)o1	8.4	9.7	0.0	2.3	-1.4	3.4	-14.6	1.1	0.0
CCc1cc(C(=O)NC2CCCc3c2cnn3-c2cccc(C)c2C)n(C)n1 (stereo not given)	4.0	-2.2	0.1	-1.1	-2.5	-0.6	0.2	-5.3	2.0
C/C(CCc1ccccc1)=N\NC(=S)NCCc1ccccc1	5.8	11.5	-0.1	2.6	1.9	-0.7	7.9	0.8	0.0
CCOc1nc(NCCC2=CCCCC2)nc(N2CCOCC2)n1	-0.8	-2.9	0.0	-0.3	-3.4	0.7	9.9	0.5	0.0
CCCCN1C(=O)C(=O)N(CC(=O)c2ccc3c(c2)CCCC3)C1=O	-11.3	-7.1	-0.1	3.4	·	·	5.2	1.6	3.0
O=C(O)C1C2C=CC(C2)C1C(=O)OCC1CCCO1 (stereo not given)	4.5	1.6	0.0	1.4	4.0	-2.2	-10.3	-1.5	0.0
Cc1cc(C)n(C(=O)Cn2nc(C)c(Br)c2C)n1	-1.5	-2.6	0.2	4.0	-1.3	-1.1	-0.8	-1.1	0.0
Oc1cccc(C(O)CNCc2ccc(OCc3ccc(Cl)cc3Cl)cc2)c1 (stereo not given)	0.5	-5.4	0.1	10.3	-2.5	-1.9	21.1	-4.6	0.0
COc1ccc(OC)c(C2C3=C(N=C4SCC(=O)N42)c2ccccc2CC3)c1 (stereo not given)	7.9	9.9	0.3	-6.8	0.2	-2.1	2.6	-1.4	1.0
CN(C(=O)COC(=O)CSc1cc(Cl)ccc1Cl)c1c(N)n(Cc2ccccc2)c(=O)[nH]c1=O	-11.7	-8.3	0.0	11.3	4.8	1.4	-0.1	2.5	0.0
O=C(O)c1cccnc1SCc1ccc([N+](=O)[O-])cc1	-1.2	-1.3	-0.2	-0.6	0.9	0.1	-2.5	-0.5	0.0
Nc1nc(-c2ccccc2)cn1/N=C/c1ccccc1	-0.1	-1.7	-0.1	2.9	3.0	1.5	2.7	0.5	0.0
Cc1ccccc1CSc1ccc(-c2ccc3c(c2)OCO3)nn1	11.2	16.6	-0.1	-0.7	-9.5	4.1	1.9	-8.0	5.0
N/C(=N\OS(=O)(=O)c1cccc([N+](=O)[O-])c1)c1ccncc1	4.3	-15.0	0.0	2.0	-1.4	-3.6	0.0	1.3	0.0
COC(=O)[C@@]1(Cc2ccc(OC)cc2)[C@H]2c3cc(C(=O)N4CCCC4)n(CCSCCO)c3C[C@H]2CN1C(=O)c1ccccc1	3.0	-4.0	0.1	6.2	4.9	·	8.3	-1.1	0.0
CCc1ccccc1NC(=O)CN1CCN(CC(=O)NCc2ccc(Cl)cc2)CC1	-2.9	-2.5	0.1	8.1	·	·	-19.5	-2.1	0.0
Cn1c(O)c(N=NC(=O)Cn2c(C(F)(F)F)nc3ccccc32)c2ccccc21	6.3	11.8	0.5	2.6	0.1	-1.4	-4.2	-6.9	0.0
CCCCSc1nnc(-c2ccccc2NC(C)=O)c(=O)[nH]1	2.4	-0.4	0.0	-3.2	0.9	0.3	0.0	3.0	0.0
CCC(=O)Nc1cccc(C(=O)N(Cc2ccccc2)Cc2ccccc2)c1	·	·	-0.1	·	·	-0.1	4.0	·	0.0
Cc1cc(CN(C)Cc2c(C(=O)N3CCCCCCC3)nc3ccc(Cl)cn23)n[nH]1	7.2	13.0	0.0	0.2	1.1	3.1	7.0	-0.6	0.0
Cc1ccc(O)c(C(=O)c2cnc(/N=C(\N)N(C)C)nc2)c1	-8.8	-12.1	0.0	-0.9	2.6	1.0	-10.2	-3.8	0.0
Cc1ccc(C)c(-n2[nH]c3c4c(ccc3c2=O)C(=O)c2ccccc2C4=O)c1	8.1	13.0	0.0	-6.6	6.3	-0.1	8.6	4.6	8.0
CSc1ncccc1C(=O)N1CCN(S(=O)(=O)c2ccc3ccccc3c2)CC1	-4.9	-1.7	-0.1	8.4	·	·	13.6	3.2	1.0
COc1ccc2nc(Nc3nc(-c4ccncc4)cs3)sc2c1	3.9	-1.8	0.2	-4.7	7.7	3.5	4.5	18.2	0.0
